Screens as filed in PubChem BioAssay.
MEKK2wt PB1 HTS – raises or lowers MEK5 binding to wildtype human MEKK2 PB1 domain; Q9Y2U5; bead flow cytometry, Alexa488-MEK5 binding to MEKK2 WT; actives lie on both sides; binding response (% of control), % at 10 µM; actives 1.1% (n = 290,000); AID 1531; in the data active = binding response below about 67% or above about 130%; inconclusive = no clear call, values can overlap the other calls; inactive = in between
GalR3 antag – antagonists of human GalR3; actives 0.44% (n = 360,000); AID 651719; inhibition, % at 3 µM; HEK293 GalR3-CNG cAMP membrane potential fluorescence; galR3 body fused to GalR1 C-terminus;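 active = inhibition above the screen-wide average plus 3 SD, cut at about 13% in these data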;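 note: forskolin and galanin both at EC90 stimulate the cells; cAMP rise reported by CNG channel membrane potential dye signal; 0% = forskolin plus galanin with DMSO and 100% = forskolin alone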
Target sequence (O60755 1-299 limits assumed): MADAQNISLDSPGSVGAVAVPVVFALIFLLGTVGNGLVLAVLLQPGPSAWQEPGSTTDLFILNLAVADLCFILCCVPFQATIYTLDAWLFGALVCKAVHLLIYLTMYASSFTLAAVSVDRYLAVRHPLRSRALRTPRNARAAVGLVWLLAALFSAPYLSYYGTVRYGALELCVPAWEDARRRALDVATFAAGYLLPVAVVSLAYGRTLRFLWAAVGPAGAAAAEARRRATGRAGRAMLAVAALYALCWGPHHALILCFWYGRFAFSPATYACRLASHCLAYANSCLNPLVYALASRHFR
CRFBP-R2 agonist – agonists of human CRF-binding protein/CRF-R2 receptor complex; HEK293 CRF-R2/CRF-BP, calcium dye fluorescence (FLIPR); percent of saturating CRF peptide response; activation, % at 13.2 µM; actives 0.46% (n = 350,000);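 active = activation of at least 50%, plus an integration ratio under a set limit after plate pattern correction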;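 note: plate controls were neutral control wells without compound for no effect and CRF at EC100 for full effect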
CRFBP-R2 block – CRF-BP/CRF-R2 complex antagonism; inhibition, % at 11.8 µM; HEK293 CRF-R2/CRF-BP, CRF-induced calcium fluorescence; AID 588475; actives 0.59% (n = 350,000);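 active = inhibition of the ligand-induced calcium signal above about 50% at the single tested concentration, limit read from the data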
MEKK3 PB1 HTS – raises or lowers MEK5 binding to the human MEKK3 PB1 domain; Q99759; bead-based flow cytometry, Alexa488-MEK5 binding to MEKK3; actives lie on both sides; 0 = blocked by unlabeled MEK5, 100 = vehicle; binding response (% of control), % at 10 µM; actives 1.4% (n = 290,000);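 active = binding response more than 3 SD above or below the average of its plate-row segment, actives on both sides; inconclusive = wells at one plate position flagged as instrument error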;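 note: Alexa488 bead fluorescence after subtracting the streptavidin-only scavenger bead signal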
Target sequence (Q99759 whole entry, looked up, the tested form may be a part): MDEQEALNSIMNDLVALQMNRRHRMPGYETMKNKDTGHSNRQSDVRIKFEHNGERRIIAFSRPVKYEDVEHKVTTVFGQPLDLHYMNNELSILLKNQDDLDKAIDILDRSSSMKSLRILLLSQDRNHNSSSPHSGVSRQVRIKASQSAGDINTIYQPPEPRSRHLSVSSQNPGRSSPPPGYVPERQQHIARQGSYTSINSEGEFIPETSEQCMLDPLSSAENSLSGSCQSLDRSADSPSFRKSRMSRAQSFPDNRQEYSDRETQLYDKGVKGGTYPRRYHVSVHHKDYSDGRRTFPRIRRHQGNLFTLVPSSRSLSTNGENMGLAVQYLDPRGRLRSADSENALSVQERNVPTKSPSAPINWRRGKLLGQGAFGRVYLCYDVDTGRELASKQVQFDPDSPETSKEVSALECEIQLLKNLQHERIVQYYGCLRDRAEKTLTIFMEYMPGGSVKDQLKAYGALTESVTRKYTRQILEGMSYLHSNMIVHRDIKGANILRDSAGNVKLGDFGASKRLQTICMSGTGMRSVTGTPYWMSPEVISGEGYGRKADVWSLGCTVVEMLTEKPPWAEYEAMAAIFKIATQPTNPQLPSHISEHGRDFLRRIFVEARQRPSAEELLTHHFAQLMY
NS3 helicase inh – inhibitors of Hepatitis C virus NS3 helicase. actives 0.56% (n = 290,000). inhibition, % at 10.9 µM. NS3 helicase DNA unwinding, Cy5 molecular beacon fluorescence;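 active = inhibition above the mean of all tested compounds plus 3 SD, set per campaign, cut at about 35% in these data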;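 note: 0% = DMSO wells and 100% = thioflavine S control wells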
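Test system: hepatitis C virus NS3 helicase domain fragment enzyme. Also added: annealed dual-labelled DNA beacon duplex, ATP-started. Timing: 60 min unwinding reaction at 25 °C after ATP addition. Technique: Cy5 fluorescence. Measure: % inhibition of unwinding.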
DNA FID counter – counter-screen for HCV NS3 helicase inhibitors: DNA intercalator displacement. DNA fluorescent intercalator displacement, fluorescence. inhibition, % at 7.9 µM. actives 0.17% (n = 290,000); in the data active = inhibition above about 37%;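 note: 0% = vehicle and 100% = reference compound; higher means more ethidium bromide displaced from hairpin DNA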
MEKK2mut PB1 HTS – signal of MEK5 binding to mutant human MEKK2 PB1 domain | actives 0.35% (n = 290,000) | bead flow cytometry, Alexa488-MEK5 binding to MEKK2 mutant | percent response, % at 10 µM; in the data active = percent response above about 24%, passing the limit was not always enough; note: inactives centre near 1; some results filed as inactive read as strong as hits; reference of the scale not given here
SUMO HTRF inh – inhibitors of human SUMOylation (UBC9); inhibition, % at 35 µM; P63279; HTRF SUMOylation assay, SAE1/SAE2 + UBC9, in vitro; actives 0.36% (n = 290,000); in the data active = inhibition above about 50%, passing the limit was not always enough; inconclusive = no clear call, values can overlap the other calls; note: strong numbers were not always called active
Target sequence (P63279 whole entry, looked up): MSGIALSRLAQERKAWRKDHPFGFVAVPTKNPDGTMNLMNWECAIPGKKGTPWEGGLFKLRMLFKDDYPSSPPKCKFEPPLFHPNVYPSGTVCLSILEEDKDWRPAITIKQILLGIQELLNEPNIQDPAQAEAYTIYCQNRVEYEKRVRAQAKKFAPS
An asterisk follows results filed as active; ? = inconclusive; / = not tested or not shown; & = joins results of further samples; [ ] = dose if it differs, or a comment. The list is partial; the hit share may differ from the screen's.

Values in the order: GalR3 antag	CRFBP-R2 agonist	CRFBP-R2 block	MEKK2mut PB1 HTS	MEKK3 PB1 HTS	DNA FID counter	MEKK2wt PB1 HTS	SUMO HTRF inh	NS3 helicase inh
COc1cc(NC(=O)COC(C)=O)c(C)cc1[N+](=O)[O-]
  -3	-0.5	19	0	123	1	107	-4	4
Cc1ccc(C(=O)Nc2ccc3c(c2)OCO3)cc1
  0	-2.4	15	0	99	-5	101	-3	38*
CCCC(=O)Nc1nc2ccc(S(N)(=O)=O)cc2s1
  5	-0.5	-7	0	98	0	104	12	0
CCC1(C)OC(=O)N2CCc3c(C)[nH]c4c(C)ccc(c34)C21C (stereo unspecified)
  /	3.0	-10	1	97	-17	103	-6	7
OCc1csc(=Nc2ccccc2)n1-c1ccccc1
  -4	0.2	-5	0	99	2	101	-2	2
COC(=O)c1cccc(NC(=O)CSc2nncn2-c2ccccn2)c1
  -8	-2.0	-6	4	104	-16	100	1	-13
O=C(CSc1cccc2cccnc12)NCc1ccco1
  -1	0.4	11	/	/	-4	/	-11	4
CCOc1ccc2[nH]c(=O)c(CN(CCO)C(=O)c3ccc(F)cc3)cc2c1
  -2	-0.6	27	-2	98	-12	100	18	-3
O=C1CSC(c2cn(-c3ccccc3)nc2-c2cc3ccccc3oc2=O)N1Cc1cccnc1 (stereo unspecified)
  0	0.3	5	-1	98	-31	94	8	-2
CC(C)CC(NC(N)=O)C(=O)Nc1ccc(Oc2ccccc2)cc1 (stereo unspecified)
  -6	1.3	26	-2	99	-20	97	9	-6
CC1COC(=O)C(NNc2ccc(Cl)c(Cl)c2)=N1 (stereo unspecified)
  -2	0.4	1	-3	103	0	101	4	7
COc1cccc2c(N/N=C/c3ccco3)cc(C)nc12
  -6	-2.7	7	2	103	-7	100	20	-1
COc1cccc(NC(=O)Nc2cc(C(=O)O)ccc2C)c1
  7	-2.8	19	-13	98	-3	84	-11	-3
CCC(=O)N(CCC(Cc1ccccc1)c1ccc2c(c1)OCO2)Cc1ccccc1F (stereo unspecified)
  -5	5.3	15	/	/	-23	/	-29	-11
COc1ccccc1N(CC(=O)Nc1ccccc1C(=O)N1CCOCC1)S(C)(=O)=O
  -6	0.3	-13	-5	102	-8	96	-8	-3
CCCCN1C(=S)SC(C)(C)C1/[N+]([O-])=C/c1cccnc1 (stereo unspecified)
  0	-0.2	5	4	104	0	102	-3	5
COc1cc2c(cc1NC(=O)COC(=O)[C@@H](NC(=O)c1ccccc1)C(C)C)oc1ccccc12
  -4	-1.1	-3	21	103	-1	105	-9	0
Cc1c(Cl)cccc1NC(=O)Nc1ccc(C(=O)N2CCCC2)cc1
  3	-1.9	-14	2	98	-20	93	12	-3
Cc1ccc(NS(=O)(=O)c2cc3c4c(cccc4c2)C(=O)NC3=O)cc1C
  -4	2.6	-10	-5	99	-8	94	1	6
Cc1ccc(NC(=O)CCn2nnc3ccccc32)c(C)c1
  0	-0.7	-3	-11	96	-1	91	9	-2
COCC(=O)Nc1cc(C(=O)Nc2cccc(C)c2C)ccc1Cl
  0	0.4	11	-4	92	-7	96	12	-2
CCOC(=O)C1CCCN(C(=O)CSc2nccn2C)C1 (stereo unspecified)
  -4	-0.4	5	9	103	-3	108	-6	3
COc1cccc(-c2cc(C(=O)N3CCN(Cc4ccc5c(c4)OCO5)CC3)on2)c1
  -2	-0.2	-23	2	102	-21	107	0	3
Cc1nnc(NCc2ccco2)s1
  -4	0.2	-2	-35	?	-7	?	3	14
CC(C)CNC(=O)CN1c2cccc3cccc(c23)S1(=O)=O
  -8	0.8	79*	0	102	-7	97	15	4
CCCN1CCc2nc(SCC(=O)Nc3ccc(C)c(Cl)c3)[nH]c(=O)c2C1
  /	-2.7	2	1	103	-5	100	2	-44
N#Cc1c2n(cnc1=O)CCCCC2
  -1	-0.8	8	-3	100	-2	100	6	-2
CCOC(=O)N1CCN(c2c(NCc3ccccc3Cl)c(=O)c2=O)CC1
  -3	3.0	1	-8	90	-16	92	14	-5
CCCCCCc1cc2cc(-c3nnc(-c4ccccc4O)o3)c(=O)oc2cc1O
  -6	232*	-234	5	101	0	71*[inhibitor]	29	-12
CC1Cc2ccccc2N1C(=O)CN1C(=O)NC(C)(c2ccc3c(c2)OCCO3)C1=O (stereo unspecified)
  -2	0.6	-36	-1	103	-22	96	-4	-8
COc1ccc(C)cc1N(CC(=O)N1CCCC1)S(=O)(=O)c1ccccc1
  -5	0.0	10	-3	99	-21	93	10	21
COC(=O)c1c[nH]n2c(=O)c(Cl)c(C)nc12
  -4	-0.9	5	-1	95	-1	94	3	7
COc1ccc(C2Nc3ccccc3C(=O)N2Cc2ccccc2)cc1 (stereo unspecified)
  -10	0.1	-7	3	107	-14	105	38	6
NS(=O)(=O)c1cc(C(=O)OCC(=O)Nc2ccc(Cl)cc2[N+](=O)[O-])ccc1Cl
  3	0.6	-11	-2	99	3	99	-2	2
O=C(NC1CCOc2ccccc21)c1ccccn1 (stereo unspecified)
  -4	0.9	6	-2	99	-6	95	18	4
CC(=O)N1c2ccc(S(=O)(=O)NCC3CCC(C(=O)Nc4cc(C)ccn4)CC3)cc2CC1C (stereo unspecified)
  -10	-0.4	-10	7	104	-37	104	26	7
COc1cc(/C=C2\CCCc3c2nc2ccccc2c3C(=O)O)cc([N+](=O)[O-])c1O
  -6	-0.1	5	-1	103	-17	99	-5	10
CC(=O)c1ccc2c(c1)CC(C)C(=O)N2C (stereo unspecified)
  0	0.4	-1	2	102	-6	101	-18	8
CC(=O)N1CCc2cc(C(=O)CN3CCCN(Cc4ccc(F)cc4)C3)ccc21
  /	/	/	17	105	7	118	6	-8
CC(=NCCCn1ccnc1)c1c(O)n(Cc2ccccc2)c(=O)[nH]c1=O
  -2	0.2	17	-1	99	-1	101	-6	3

Some of the entries above, set out differently:
molecule	GalR3 antag	CRFBP-R2 agonist	CRFBP-R2 block	MEKK2mut PB1 HTS	MEKK3 PB1 HTS	DNA FID counter	MEKK2wt PB1 HTS	SUMO HTRF inh	NS3 helicase inh
CC(=O)N1CCc2cc(C(=O)CN3CCCN(Cc4ccc(F)cc4)C3)ccc21	/	/	/	17	105	7	118	6	-8
CC(=NCCCn1ccnc1)c1c(O)n(Cc2ccccc2)c(=O)[nH]c1=O	-2	0.2	17	-1	99	-1	101	-6	3

Carrying on.
Values in the order: GalR3 antag	CRFBP-R2 agonist	CRFBP-R2 block	MEKK2mut PB1 HTS	MEKK3 PB1 HTS	DNA FID counter	MEKK2wt PB1 HTS	SUMO HTRF inh	NS3 helicase inh
CC(C)C(NC(=O)c1ccco1)C(=O)NCc1ccc(C(=O)O)cc1 (stereo unspecified)
  -9	-1.2	-1	-4	101	-2	98	11	-10
O=c1cc(-c2ccc([N+](=O)[O-])cc2)nc2cc(-c3ccc(F)cc3)[nH]n12
  -4	-3.1	75*	16	102	-4	102	26	12
COc1ccc2oc(=O)c(C(=O)NCc3ccccc3)cc2c1
  -9	0.4	9	14	104	-10	113	26	1
C/C(CC(=O)Nc1ccc(N(C)C)cc1)=N\NC(=O)c1ccc([N+](=O)[O-])cc1Cl
  -2	1.0	-12	0	96	-9	100	-4	6
Cc1coc(C)c1C(=O)Nc1ccc2ccccc2c1
  -4	-0.4	-2	4	101	-5	99	-1	1
Oc1ccc(/C=N/n2c(-c3ccccc3)n[nH]c2=S)cc1Br
  -10	-0.6	1	8	107	-12	107	6	-1
CC(=O)Nc1ccc(NC(=O)CN(C)S(=O)(=O)c2ccc3c(c2)CCC(=O)N3)cc1
  0	0.2	3	2	103	-5	103	-7	-6
CC(C)Cc1ccccc1S(N)(=O)=O
  -3	-1.0	-3	-2	101	-7	106	10	13
Nc1ncc2c(n1)CC(c1ccco1)CC2=O (stereo unspecified)
  -3	-1.8	-23	3	105	3	107	10	10
O=C(CN(C(=O)CCNC(=O)c1ccco1)c1ccccc1)NC1CCCC1
  -4	-0.4	-3	-6	93	-10	91	13	-3
CC(C)CCOP(=O)(c1ccc(N(C)C)cc1)C(Nc1ccccc1)c1ccc(N(C)C)cc1 (stereo unspecified)
  -4	7.6	111*	7	102	-27	105	15	-3
COC(=O)CCC(=O)OC1(C)C(=O)C2=CN(CCCOC(C)C)C(c3ccc(OC)cc3)=CC2=C(Br)C1=O (stereo unspecified)
  /	1.0	0	1	90	/	-8.0*[inhibitor]	5	/
Cc1ccc(CN2CCC(n3nccc3NC(=O)CCOc3ccccc3)CC2)cc1C
  2	0.2	11	2	100	20	107	/	-7
CC(=O)N[C@H]1[C@H]([C@H](O)[C@H](O)CO)OC(C(=O)O)=C[C@@H]1O
  /	1.8	-6	3	100	/	106	/	/
C/C(=N\NC(=O)C(C)Nc1cccc(Cl)c1)c1ccc([N+](=O)[O-])cc1 (stereo unspecified)
  3	-2.0	-10	2	105	0	101	-50	5
CC(C)(C)OC(=O)N1CCN(C(=O)OCC2c3ccccc3-c3ccccc32)CC1C(=O)O (stereo unspecified)
  -3	-2.0	6	4	109	/	104	/	/
O=C1c2ccccc2S(=O)(=O)c2cc(C(=O)N3CCC(C(=O)N4CCCCC4)CC3)ccc21
  1	-2.8	7	-8	69	/	82	/	/
COC(=O)c1c(NC(=O)C2COc3ccccc3O2)sc2c1CCN(Cc1ccccc1)C2 (stereo unspecified)
  -3	9.2	-14	25	106	2	112	-14	-9
O=C(CCS(=O)(=O)c1cc(Br)cc2c1N(C(=O)C1CC1)CC2)NCc1ccco1
  -2	-0.7	23	19	112	-12	122	12	7
CCOc1ccc(N2C(=O)CC(N3CCN(C4CCc5ccccc5C4)CC3)C2=O)cc1 (stereo unspecified)
  5	2.6	7	13	112	-7	118	-8	-4
Cc1ccccc1NC(=S)NC(=O)CCc1ccccc1
  -3	0.8	-10	2	98	-9	95	-7	3
O=C(Nc1ccccc1)C1CC(=O)N(Cc2ccccc2)C1 (stereo unspecified)
  -4	-0.2	0	6	110	-13	106	2	-3
CCCc1nc(SCC(=O)Nc2nccs2)c2ccccc2n1
  -8	0.1	4	2	104	-23	100	11	-10
CCOc1ccc(C(=O)NC2CCN(C(=O)N3CCCC3)CC2)cc1
  -2	1.0	-10	4	91	-22	102	15	0
COc1ccc2c(Cl)c(C(=O)N/N=C/c3ccc4c(c3)OCO4)sc2c1
  -2	6.0	8	2	91	0	93	5	4
Cc1oc(/C=N/NC(=O)CN(c2ccccc2Br)S(C)(=O)=O)cc1Br
  0	-2.1	-7	12	101	-12	104	9	-1
O=C(c1cccnc1Cl)N1CCOCC1
  13*	-0.7	9	8	105	-2	108	2	9
Cc1cc(NC(=O)c2cccc3ccccc23)cc(C)c1OCC(=O)N1CCOCC1
  0	-1.0	-67	-3	93	-37	97	4	0
CCCCC(=O)N(Cc1ccc(-c2ccccc2-c2nn[nH]n2)cc1)[C@H](C(=O)O)C(C)C
  /	/	/	3&4	112&104	-31	111&103	11	5
CC(C)c1ccc(NC(=O)c2cccnc2)cc1
  -1	-4.8	-1	6	108	-9	111	19	3
Cn1c(C(=O)N2CCOCC2)cc2c(=O)n3ccccc3nc21
  0	0.4	-7	-2	97	-8	98	?	-2
COc1ccc(-c2cn3ccccc3n2)cc1
  -7	-2.1	-6	-3	96	-3	98	22	5
COc1cc(/C=N/NC(=O)c2cccc(C(=O)N/N=C/c3ccc(O)c(OC)c3)n2)ccc1O
  -5	3.7	11	3	105	-31	103	22	-8
